KDM4E inh = qHTS Assay for Inhibitors of Human Jumonji Domain Containing 2E (JMJD2E); JMJD2E catalytic domain, FDH-coupled NADH fluorescence (FDH is formaldehyde dehydrogenase); hit rate 1.6% among 230,000; Potency, µM (highest dose often 57.1 µM), inactives show top-dose activity change, negative = inhibition, actives largely listed as inhibitors; active means well fitted inhibition curve with a large enough effect, not every such curve was filed as active; inconclusive means small, poorly fitted or top-dose-only effect, or another doubt; inactive means no such curve, though single readings can be large or run the other way;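 further: 0% = wells with enzyme and -100% = buffer wells without enzyme; nearly all actives have a fitted effect of over 50% in size; many of its hits are not listed in these tables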
SMN2 splice up = qHTS Assay for Enhancers of SMN2 Splice Variant Expression; Potency, µM (highest dose often 46.1 µM), for the others: at the highest dose activity change, positive = activation, usual class: activators; HEK293 SMN2-luciferase splicing reporter, luminescence, 30-36 h; hit rate 2.8% among 210,000; further: % of control where 0% means no effect; nearly all actives have a fitted effect of over 55% in size
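qHTS luciferase splicing reporter: luminescence rises when SMN2 exon 7 is included in transfected HEK293 cells. Compound exposure lasted 30-36 h at 37C, with 4.5 mM final sodium butyrate as control, followed by a ONE-Glo read.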
TR SRC2 fluor cs = Total Fluorescence Counterscreen for Inhibitors of the Interaction of Thyroid Hormone Receptor and Steroid Receptor Coregulator 2; TRb/SRC2 Texas Red total fluorescence interference; Potency, µM (top dose mostly 106 µM), without a hit: top-dose fluorescence change, negative = quenching; hit rate 0.29% among 280,000; AID 1479, 2009; active means well fitted curve in either direction with a large enough effect; inconclusive means small, poorly fitted or top-dose-only effect; further: on the % scale 0 is the no-effect control and ±100 the full control effect
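Human TRb ligand-binding domain at 0.6 uM with 20 nM Texas Red SRC2 peptide in Tris buffer containing 1 uM T3 and 5% DMSO, incubated with compound 5 h at ambient temperature. Total fluorescence (555/632 nm) calculated as parallel + 2 × perpendicular.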
LMNA splice mod = qHTS Assay for Modulators of Lamin A Splicing. hit rate 0.01% among 200,000. Potency, µM (top dose mostly 46.1 µM), without a hit: top-dose ratio change, negative = inhibition, hits mostly inhibitors. HeLa LMNA splicing GFP/RFP minigene ratio, 48 h; active means well fitted inhibition curve with a large enough effect in the signal ratio, with a control signal flat, not every such curve was filed as active; inconclusive means small, poorly fitted or top-dose-only effect, or effect the other way, or a change in a side signal; the % refers to the signal ratio; further: on the % scale 0 is the no-effect control and ±100 the full control effect
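S3 HeLa cells stably expressing lamin A-EGFP splicing minigene plus DsRed2, 600 cells/well, 48 h compound exposure at 37C. Laser-scanning cytometry; analysed as GFP (500-530 nm)/RFP (575-640 nm) total intensity ratio; 0.5% DMSO vehicle.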
ALDH1A1 inh = qHTS Assay for Inhibitors of Aldehyde Dehydrogenase 1 (ALDH1A1); Potency, µM (titrated, usually from 75.3 µM), without a hit: at the top dose activity, negative = inhibition, most hits filed as inhibitors; Aldehyde dehydrogenase 1A1 (Homo sapiens), P00352; hit rate 7.3% among 220,000; Purified ALDH1A1, NADH fluorescence, propionaldehyde substrate; active means well fitted inhibition curve with a large enough effect, not every such curve was filed as active; inconclusive means small, poorly fitted or top-dose-only effect, or another doubt; inactive means no such curve, though single readings can be large or run the other way;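 further: plate controls were no enzyme wells and a reference inhibitor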
GoLoco inh red = qHTS Assay for Inhibitors of RGS12 GoLoco Motif Activity (Red Fluorophore) | hit rate 0.44% among 230,000 | Potency, µM (highest dose often 61.6 µM), for the others: at the highest dose activity, negative = inhibition, most hits filed as inhibitors | Gai1:RGS12 GoLoco peptide FP, rhodamine, 10 min; active means well fitted inhibition curve with a large enough effect, not every such curve was filed as active; inactive means no such curve, though single readings can be large or run the other way; further: on the % scale 0 is the no-effect control and ±100 the full control effect; nearly all actives have a fitted effect of over 30% in size; many of its hits are not listed in these tables
TRb SRC2 PPI = qHTS for Inhibitors of the Interaction of Thyroid Hormone Receptor and Steroid Receptor Coregulator 2. Thyroid hormone receptor beta (Homo sapiens), P10828. TRbeta-SRC2 peptide binding, fluorescence polarization; receptor liganded with 1 µM T3. Potency, µM (titrated, usually from 106 µM), for inactives: at the highest dose activity change, negative = inhibition, actives largely listed as inhibitors. hit rate 0.065% among 280,000. AID 1469, 2008;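 further: plate controls were bound peptide for no effect and peptide without receptor for full effect; nearly all actives have a fitted effect of over 50% in size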
Target sequence (P10828 whole entry, looked up): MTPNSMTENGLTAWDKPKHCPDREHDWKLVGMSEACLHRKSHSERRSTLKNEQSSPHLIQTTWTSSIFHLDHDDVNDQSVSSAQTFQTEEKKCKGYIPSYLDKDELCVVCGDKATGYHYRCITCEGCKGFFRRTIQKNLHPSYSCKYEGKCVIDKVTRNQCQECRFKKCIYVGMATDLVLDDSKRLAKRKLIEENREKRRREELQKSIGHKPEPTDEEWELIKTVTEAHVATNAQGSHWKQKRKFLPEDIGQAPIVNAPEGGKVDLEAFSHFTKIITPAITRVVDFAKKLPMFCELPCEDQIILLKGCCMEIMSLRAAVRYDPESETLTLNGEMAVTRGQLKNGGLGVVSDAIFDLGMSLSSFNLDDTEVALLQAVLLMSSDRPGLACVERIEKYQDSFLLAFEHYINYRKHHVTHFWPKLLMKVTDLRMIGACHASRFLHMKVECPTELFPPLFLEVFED
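Each compound concentration gave % activity, normalized to unbound and bound Texas Red SRC2 controls, from polarization read after 5 hr ambient incubation with T3-loaded human TRb LBD.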
RECQ1 helicase = qHTS Assay for Inhibitors of RecQ-Like Dna Helicase 1 (RECQ1); ATP-dependent DNA helicase Q1 (Homo sapiens), P46063; RECQ1 DNA unwinding, red fluorescence kinetic read; Potency, µM (titrated, usually from 57.3 µM), without a hit: at the top dose activity, negative = inhibition, most hits filed as inhibitors; hit rate 0.54% among 240,000;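 further: plate controls were vehicle for no effect and no enzyme for full effect; nearly all actives have a fitted effect of over 30% in size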
Target sequence (P46063 whole entry, looked up): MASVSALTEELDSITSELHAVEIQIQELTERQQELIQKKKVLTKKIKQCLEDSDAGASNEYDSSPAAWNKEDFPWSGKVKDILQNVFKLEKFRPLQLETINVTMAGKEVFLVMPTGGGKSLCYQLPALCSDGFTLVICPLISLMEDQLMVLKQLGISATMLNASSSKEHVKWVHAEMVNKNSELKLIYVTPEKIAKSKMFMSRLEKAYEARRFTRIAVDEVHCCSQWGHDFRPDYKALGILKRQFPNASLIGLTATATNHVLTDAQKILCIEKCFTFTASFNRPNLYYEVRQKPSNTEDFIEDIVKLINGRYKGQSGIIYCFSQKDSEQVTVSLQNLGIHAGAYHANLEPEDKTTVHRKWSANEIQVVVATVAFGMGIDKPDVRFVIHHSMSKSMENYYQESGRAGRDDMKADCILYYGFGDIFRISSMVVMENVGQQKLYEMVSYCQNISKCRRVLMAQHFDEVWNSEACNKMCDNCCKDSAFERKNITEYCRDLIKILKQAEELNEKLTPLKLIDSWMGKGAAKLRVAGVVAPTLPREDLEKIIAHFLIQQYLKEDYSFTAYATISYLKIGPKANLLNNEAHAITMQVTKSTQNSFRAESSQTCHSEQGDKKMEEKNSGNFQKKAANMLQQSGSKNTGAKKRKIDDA
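RECQ1T1 50 nM; forked duplex (20 bp + 30-nt ss tails) 200 nM, ATP 2 mM final; pH 8.0, 2 mM MgCl2, 2.5 ug/ml poly(dI-dC); 15 min compound preincubation; discontinuous kinetic read over 2 h at RT.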
The depositor's hits bear a star; [ ] = dose if it differs, or a comment. Unless noted, the call rests on the fitted dose curve; in most records, active means well fitted curve in the direction sought with a large enough effect; inconclusive means small, poorly fitted or top-dose-only effect, or another doubt; inactive means no such curve, though single readings can be large; an effect the other way counts as inactive or inconclusive. Potency means the concentration at half of the fitted maximal effect.

What do the screens show for `COc1ccc2nc(SCC(=O)Nc3ccc4c(c3)OCCO4)[nH]c2c1`?
KDM4E inh: 8.1%; SMN2 splice up: -13.0%; TR SRC2 fluor cs: -2.3%; LMNA splice mod: 2.1%; ALDH1A1 inh: inconclusive; GoLoco inh red: 5.8%; TRb SRC2 PPI: -1.9%; RECQ1 helicase: -6.0%

Results for COc1ccccc1CNC(=O)C(NC(=O)c1ccccc1C)C(C)C (stereo not given) ?
KDM4E inh: -0.1%; SMN2 splice up: 1.0%; TR SRC2 fluor cs: -3.6%; ALDH1A1 inh: 6.8%; GoLoco inh red: -2.8%; TRb SRC2 PPI: 1.6%; RECQ1 helicase: -18.9%

What do the screens show for `Cc1ccc(-c2cc(C(=O)N3CCCC3)no2)cc1`?
KDM4E inh: 3.4%; SMN2 splice up: 0.891µM*; TR SRC2 fluor cs: 1.5%; LMNA splice mod: 24.4%; ALDH1A1 inh: inconclusive; GoLoco inh red: -3.1%; TRb SRC2 PPI: -17.4%; RECQ1 helicase: -14.3%

What do the screens show for `COC(=O)c1sccc1NC(=O)c1ccncc1`?
KDM4E inh: 3.0%; SMN2 splice up: -7.2%; TR SRC2 fluor cs: -7.1%; LMNA splice mod: 8.5%; ALDH1A1 inh: -3.7%; GoLoco inh red: -1.8%; TRb SRC2 PPI: -3.8%; RECQ1 helicase: -7.5%

How did Cc1c(CNCCc2ccc(Cl)cc2)c(C(=O)O)c(C)n1Cc1ccccc1 do in these assays?
KDM4E inh: 4.1%; SMN2 splice up: -8.5%; TR SRC2 fluor cs: -2.5%; ALDH1A1 inh: -6.9%; GoLoco inh red: 9.8%; TRb SRC2 PPI: -0.8%; RECQ1 helicase: -1.2%

What do the screens show for `Cc1ccc(S(=O)(=O)N[C@H](C(=O)OCn2nnc3ccccc3c2=O)C(C)C)cc1`?
KDM4E inh: 0.6%; SMN2 splice up: -44.8%[inhibitor]; TR SRC2 fluor cs: -1.8%; LMNA splice mod: inconclusive; ALDH1A1 inh: -10.8%; GoLoco inh red: 9.0%; TRb SRC2 PPI: -10.8%; RECQ1 helicase: -16.9%

How did COc1ccc(-n2nc(C(=O)NCC(=O)NCC3COc4ccccc4O3)c3ccccc3c2=O)cc1OC (stereo not given) do in these assays?
KDM4E inh: -3.0%; SMN2 splice up: -10.7%; TR SRC2 fluor cs: -1.0%; LMNA splice mod: inconclusive; ALDH1A1 inh: 2.6%; GoLoco inh red: 3.4%; TRb SRC2 PPI: -8.2%; RECQ1 helicase: -5.5%

What do the screens show for `CCCCCCSc1nsc(NC(=O)CC(C)C)n1`?
KDM4E inh: 3.4%; SMN2 splice up: inconclusive; TR SRC2 fluor cs: -0.3%; LMNA splice mod: inconclusive; ALDH1A1 inh: 0.6%; GoLoco inh red: -0.8%; TRb SRC2 PPI: 1.2%; RECQ1 helicase: -4.3%

How did COC(=O)CN(C#N)c1nc(N(C)C)nc(N(C)C)n1 do in these assays?
KDM4E inh: -1.1%; SMN2 splice up: -5.6%; TR SRC2 fluor cs: 1.5%; ALDH1A1 inh: -2.4%; GoLoco inh red: 45.8%[activator]; TRb SRC2 PPI: -9.9%; RECQ1 helicase: -1.8%

Results for Cc1cc(CN(C)C(=O)CC2C(=O)NCCN2CC(c2ccccc2)c2ccccc2)on1 (stereo not given) ?
KDM4E inh: -5.9%; TR SRC2 fluor cs: -2.0%; LMNA splice mod: 9.3%[46 µM]; ALDH1A1 inh: 8.4%; GoLoco inh red: 7.8%; TRb SRC2 PPI: -1.5%; RECQ1 helicase: 17.3%

How did Cc1ccc2cc(CN(Cc3cccs3)Cc3nnnn3CC3CCCO3)c(=O)[nH]c2c1 (stereo not given) do in these assays?
KDM4E inh: -7.9%; SMN2 splice up: inconclusive; TR SRC2 fluor cs: 1.0%; LMNA splice mod: -5.0%; ALDH1A1 inh: 7.94µM*; GoLoco inh red: 22.6%; TRb SRC2 PPI: -16.5%; RECQ1 helicase: 9.9%

What do the screens show for `O=C(CSc1n[nH]c(-c2ccc(S(=O)(=O)NC3CCCCC3)cc2)n1)N1CCCC1`?
KDM4E inh: inconclusive; SMN2 splice up: -17.8%; TR SRC2 fluor cs: 0.6%; LMNA splice mod: inconclusive; ALDH1A1 inh: inconclusive; GoLoco inh red: 1.7%; TRb SRC2 PPI: 0.7%; RECQ1 helicase: inactive

What do the screens show for `Nc1nc(N)nc(-c2ccccn2)n1`?
KDM4E inh: inconclusive; SMN2 splice up: -2.8%; TR SRC2 fluor cs: 2.5%; LMNA splice mod: 12.5%; ALDH1A1 inh: 0.3%; GoLoco inh red: 5.3%; TRb SRC2 PPI: -1.5%; RECQ1 helicase: -1.9%

What do the screens show for `CCn1c2ccccc2c2cc(NC(=O)CSc3nccc(=O)[nH]3)ccc21`?
KDM4E inh: inconclusive; SMN2 splice up: 23.2%; TR SRC2 fluor cs: -3.7%; LMNA splice mod: -15.3%[46 µM]; ALDH1A1 inh: inconclusive; GoLoco inh red: 14.0%; TRb SRC2 PPI: 1.2%; RECQ1 helicase: -3.7%

Results for CCC(C)c1ccc(S(=O)(=O)N2CC(=O)Nc3ccccc32)cc1 (stereo not given) ?
KDM4E inh: 2.9%; SMN2 splice up: 12.0%; TR SRC2 fluor cs: -1.8%; LMNA splice mod: -2.5%; ALDH1A1 inh: -12.7%; GoLoco inh red: 7.8%; TRb SRC2 PPI: -4.4%; RECQ1 helicase: inactive

What do the screens show for `COc1ccc2c(c1OC)C(=O)N1c3ccccc3SC21` (stereo not given)?
KDM4E inh: inconclusive; SMN2 splice up: 11.2µM*; TR SRC2 fluor cs: -3.0%; LMNA splice mod: 11.2%; ALDH1A1 inh: inconclusive; GoLoco inh red: 8.1%; TRb SRC2 PPI: -7.5%; RECQ1 helicase: -3.9%

What do the screens show for `O=C(c1ccc(CN2CCOCC2)cc1)N1CCN(Cc2ccccc2)CC1`?
KDM4E inh: 5.5%; TR SRC2 fluor cs: 1.2%; LMNA splice mod: 5.3%; ALDH1A1 inh: -6.1%; TRb SRC2 PPI: -13.5%; RECQ1 helicase: inactive

What do the screens show for `CC1CN(CC(=O)Nc2cccc(C(=O)Nc3cccc(C(F)(F)F)c3)c2)CC(C)O1` (stereo not given)?
KDM4E inh: -3.4%; SMN2 splice up: -51.3%[inhibitor]; TR SRC2 fluor cs: 0.5%; LMNA splice mod: inconclusive; ALDH1A1 inh: 2.5%; GoLoco inh red: 6.2%; TRb SRC2 PPI: -6.0%; RECQ1 helicase: inactive

What do the screens show for `Cc1cc(C(=O)COC(=O)c2ccc([N+](=O)[O-])o2)c(C)n1CC1CCCO1` (stereo not given)?
KDM4E inh: -6.3%; SMN2 splice up: -2.7%; TR SRC2 fluor cs: 1.1%; LMNA splice mod: -17.3%[46 µM]; ALDH1A1 inh: 15.8µM*; GoLoco inh red: -0.3%; TRb SRC2 PPI: -0.4%; RECQ1 helicase: -21.5%

Results for COc1ccccc1CNC(=O)c1c(O)c2cc(OC)c(OC)cc2[nH]c1=O ?
KDM4E inh: 3.55µM*; TR SRC2 fluor cs: -1.8%; LMNA splice mod: 0.4%; ALDH1A1 inh: 1.3%; TRb SRC2 PPI: -13.3%; RECQ1 helicase: -6.1%

Results for COc1cc(O)cc2occ(-c3ccc(O)cc3)c(=O)c12 ?
KDM4E inh: inconclusive; TR SRC2 fluor cs: -1.2%; ALDH1A1 inh: 5.1%; GoLoco inh red: 0.1%; TRb SRC2 PPI: -2.5%; RECQ1 helicase: -0.5%

Results for COC(=O)CCN1CCC(C(N)=O)CC1 ?
KDM4E inh: 0.2%; SMN2 splice up: inconclusive; TR SRC2 fluor cs: 1.9%; LMNA splice mod: 13.2%; ALDH1A1 inh: 4.9%; GoLoco inh red: 8.1%; TRb SRC2 PPI: -2.1%; RECQ1 helicase: -16.7%

How did CSc1nc(Cc2ccccc2)nc2ccccc12 do in these assays?
KDM4E inh: 7.7%; SMN2 splice up: -9.7%; TR SRC2 fluor cs: -0.9%; LMNA splice mod: inconclusive; ALDH1A1 inh: 0.4%; GoLoco inh red: 7.5%; TRb SRC2 PPI: 0.7%; RECQ1 helicase: -0.2%

What do the screens show for `Nc1nnc(CC(=O)N/N=C/c2ccccc2OCc2ccccc2F)s1`?
KDM4E inh: inconclusive; TR SRC2 fluor cs: -1.2%; GoLoco inh red: 8.4%; TRb SRC2 PPI: -4.9%; RECQ1 helicase: 0.4%

What do the screens show for `O=C1NC(=O)C2(CCC(C(=O)O)C2)N1` (stereo not given)?
KDM4E inh: -15.0%; SMN2 splice up: 14.2%; TR SRC2 fluor cs: -2.4%; LMNA splice mod: -8.5%; ALDH1A1 inh: -12.3%; GoLoco inh red: 2.9%; TRb SRC2 PPI: -14.5%; RECQ1 helicase: -7.4%

What do the screens show for `COc1ccc(C(=O)Nc2ncc3c(n2)CC(C)CC3=O)cc1` (stereo not given)?
KDM4E inh: 2.5%; SMN2 splice up: -6.7%; TR SRC2 fluor cs: 0.2%; LMNA splice mod: inconclusive; ALDH1A1 inh: -11.7%; GoLoco inh red: 9.9%; TRb SRC2 PPI: -0.1%; RECQ1 helicase: -0.3%

How did CCC(Sc1nc(C)cc(=O)[nH]1)C(=O)Nc1sc2c(c1C#N)CCCC2 (stereo not given) do in these assays?
KDM4E inh: 7.0%; SMN2 splice up: -6.7%; TR SRC2 fluor cs: 5.6%; LMNA splice mod: inconclusive; ALDH1A1 inh: inconclusive; GoLoco inh red: 5.1%; TRb SRC2 PPI: 0.1%; RECQ1 helicase: -9.0%

Screening data: PubChem, National Center for Advancing Translational Sciences (NCATS)

Only part of the results is shown; rates above refer to the full screens.
